Assay outcomes: PubChem, National Center for Advancing Translational Sciences (NCATS)
MBNL1 CUG block – MBNL1-poly(CUG) RNA binding inhibition | Q9NR56 | TR-FRET MBNL1-His/biotin-(CUG)12 binding, 665/545 ratio | Potency, µM (top dose mostly 57.5 µM), inactives show at the highest dose activity change, negative = inhibition, usual class: inhibitors | hit rate 0.036% among 280,000 | AID 2675; active = well fitted inhibition curve with a large enough effect in the signal ratio, with a control signal flat, not every such curve was filed as active; inconclusive = small, poorly fitted or top-dose-only effect, or effect the other way, or a change in a side signal; inactive = no such curve, though single readings can be large or run the other way; the % refers to the signal ratio; also: % is scaled to controls: 0 for no effect and ±100 for the full control effect
Target sequence (Q9NR56 whole entry, looked up): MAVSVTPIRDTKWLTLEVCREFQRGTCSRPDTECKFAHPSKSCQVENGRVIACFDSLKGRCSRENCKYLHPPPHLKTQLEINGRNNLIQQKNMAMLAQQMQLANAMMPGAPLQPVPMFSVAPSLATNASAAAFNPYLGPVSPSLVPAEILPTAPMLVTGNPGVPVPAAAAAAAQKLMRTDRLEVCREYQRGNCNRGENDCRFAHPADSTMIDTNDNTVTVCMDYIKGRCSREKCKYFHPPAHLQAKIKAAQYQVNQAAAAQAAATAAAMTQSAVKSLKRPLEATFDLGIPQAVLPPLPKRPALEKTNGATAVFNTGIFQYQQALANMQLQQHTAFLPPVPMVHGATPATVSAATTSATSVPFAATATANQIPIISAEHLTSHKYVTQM
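TR-FRET between His-tagged MBNL1 and biotin-(CUG)12 RNA, detected with Tb anti-His antibody (0.055 ng/ul) and streptavidin-XL665 (5 nM), 60 min at room temperature. Compounds titrated 92 nM to 58 uM; 665/545 nm ratio normalized to buffer and complex controls.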
uPA generation – cell surface uPA generation inhibition | AID 540303 | hit rate 0.31% among 330,000 | Potency, µM (titrated, usually from 38.3 µM), for inactives: at the highest dose activity change, negative = inhibition, hits mostly inhibitors | cell surface uPA generation assay, qHTS; active = well fitted inhibition curve with a large enough effect; inconclusive = small, poorly fitted or top-dose-only effect; inactive = no such curve, though single readings can be large or run the other way; tested in mouse RAW 264.7 cells; also: % is scaled to controls: 0 for no effect and ±100 for the full control effect; nearly all actives have a fitted effect of over 55% in size
Rab9 prom act – activates the Rab9 promoter; AID 485297; hit rate 2.8% among 320,000; Huh7 Rab9 promoter-luciferase reporter, luminescence, 24 h; Potency, µM (top dose mostly 9.22 µM), inactives show at the highest dose activation, negative = inhibition, hits mostly activators; also: % of control where 0% means no effect; nearly all actives have a fitted effect of over 60% in size
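Luminescence from Amplite-detected luciferase (10 minutes, ambient) reports Rab9 promoter activation. Before that, stable Rab9-luciferase Huh7 cells (1500/well, reduced-serum OP-MEM I plus 10% FBS) were exposed to compound for 24 hours at 37C.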
ELG1 genotoxic – inducers of genotoxicity in HEK293T ELG1-luciferase cells; HEK293T ELG1-luciferase reporter, luminescence, 16 h; Potency, µM (top dose mostly 46 µM), for inactives: top-dose activity change, positive = activation, usual class: activators; hit rate 1.3% among 330,000; also: % of control where 0% means no effect; nearly all actives have a fitted effect of over 60% in size
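Genotoxicity was scored as increased ELG1-luciferase reporter signal, measured by ONE-Glo luminescence (30 min, room temperature). Compound or vehicle exposure of the HEK293T reporter cells lasted 16 hr at 37°C.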
NPC1 promoter act – activators of NPC1 promoter; Huh7 NPC1 promoter luciferase reporter, 24 h; Potency, µM (highest dose often 9.22 µM), without a hit: top-dose activation, hits mostly activators; hit rate 2.4% among 320,000;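 also: % of control where 0% means no effect; nearly all actives have a fitted effect of over 60% in size; reporter is driven by a mutant NPC1 promoter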
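Quantitative HTS used a cell-based reporter: Huh7 cells stably bearing the NPC1 promoter upstream of luciferase were treated with compounds for 24 h, and promoter activation was read as luminescence.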
Gal4-VP16 FLuc – Gal4-VP16 reporter inhibition counter-screen. AID 2546. hit rate 3.5% among 310,000. Drosophila S2 Gal4-VP16 UAS-luciferase, luminescence, 20 h. Potency, µM (highest dose often 53.6 µM), for the others: top-dose activity, negative = inhibition, hits mostly inhibitors;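 also: Gal4-VP16 expression switched on by copper sulfate through the metallothionein promoter; % is scaled to controls: 0 for no effect and ±100 for the full control effect; nearly all actives have a fitted effect of over 50% in size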
RORgamma inh – blocks mouse ROR gamma transcriptional activity; Potency, µM (titrated, usually from 53.6 µM), for the others: at the highest dose activity change, negative = inhibition, actives largely listed as inhibitors; hit rate 5.4% among 310,000; Drosophila S2 Gal4-RORgamma UAS-luciferase reporter, 20 h; also: % is scaled to controls: 0 for no effect and ±100 for the full control effect; nearly all actives have a fitted effect of over 60% in size
Target sequence (P51450 whole entry, looked up, the tested form may be a part): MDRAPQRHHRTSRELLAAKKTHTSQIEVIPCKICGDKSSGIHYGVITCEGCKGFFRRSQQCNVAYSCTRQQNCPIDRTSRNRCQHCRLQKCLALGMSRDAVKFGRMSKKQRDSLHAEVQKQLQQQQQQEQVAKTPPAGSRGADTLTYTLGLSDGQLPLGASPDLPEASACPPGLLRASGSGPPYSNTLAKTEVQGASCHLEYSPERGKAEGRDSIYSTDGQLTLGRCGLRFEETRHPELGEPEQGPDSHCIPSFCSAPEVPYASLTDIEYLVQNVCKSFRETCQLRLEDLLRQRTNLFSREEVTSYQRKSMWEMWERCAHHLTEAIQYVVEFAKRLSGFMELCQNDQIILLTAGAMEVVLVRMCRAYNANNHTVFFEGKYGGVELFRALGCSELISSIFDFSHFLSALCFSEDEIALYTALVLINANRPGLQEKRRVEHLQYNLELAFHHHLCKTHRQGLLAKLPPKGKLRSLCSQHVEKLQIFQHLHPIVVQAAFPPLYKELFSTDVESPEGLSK
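In this cell-based reporter format, copper sulfate (700 uM final) drives Gal4–ROR gamma fusion expression from a metallothionein promoter in Drosophila Schneider cells; compounds preincubated 1 hr, reporter read after 20 hr at ambient temperature.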
CXXC DNA block – blocks binding of human MLL CXXC domain to DNA; Q03164; MLL-CXXC / FITC-HOXA9 DNA fluorescence polarization; Potency, µM (top dose mostly 115 µM), for the others: top-dose activity change, negative = inhibition, hits mostly inhibitors; hit rate 0.037% among 290,000; active = well fitted inhibition curve with a large enough effect in the polarisation, with a control signal flat, not every such curve was filed as active; inconclusive = small, poorly fitted or top-dose-only effect, or effect the other way, or a change in a side signal; inactive = no such curve, though single readings can be large or run the other way; the % refers to the polarisation
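Steps: dispense CXXC domain solution (7 uM) → pin compounds or unlabeled HOX-A9 DNA control → 5 min ambient → add FLSN-HOX-A9 solution (50 nM) → spin → 30 min ambient → fluorescence polarization. Tris pH 7.5/NaCl/DTT/BSA buffer.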
BRCA1 expr up – increases BRCA1 expression | MCF7-BRCA1-FFLuc reporter, luminescence, 48 h; response scale: scaled: vehicle 0%, 10 µM genistein 100% | Potency, µM (top dose mostly 46.1 µM), inactives show at the top dose activation, usual class: activators | AID 624202 | hit rate 1.1% among 380,000; also: nearly all actives have a fitted effect of over 80% in size; some results filed as inactive show a strong effect at the top dose
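MCF7-BRCA1-FFLuc, 2000 cells/well; 2 h attach, 37 °C/5% CO2; compound 48 h; luciferase substrate 15 min; luminescence end-point. Norm. to genistein 10 microM max activation and DMSO; concentration-response curves fitted.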
FLuc modulator – inhibits or activates purified firefly luciferase, miR-21 counter-screen; AID 588342; hit rate 6.9% among 360,000; Potency, µM (doses to about 57.5 µM), for inactives: at the top dose activity change, negative = inhibition, actives largely listed as inhibitors; purified FLuc, Km substrates, luminescence inhibition;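 also: plate controls were vehicle for no effect and reference inhibitor for full effect; nearly all actives have a fitted effect of over 55% in size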
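Purified P. pyralis luciferase, 10 nM final, with Km-level 10 uM D-luciferin and 10 uM ATP in 50 mM Tris acetate pH 7.5, 10 mM Mg acetate, 0.01% Tween-20, 0.05% BSA; 6-point qHTS titration about 60 µM downward; luminescence read.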
p53 reactivator – restores transcriptional activity of mutant p53. H1299 p53-A138V BP100-luciferase reporter, luminescence, 24 h. Potency, µM (top dose mostly 92.2 µM), inactives show top-dose activity change, positive = activation, usual class: activators. hit rate 0.063% among 320,000; also: % of control where 0% means no effect; nearly all actives have a fitted effect of over 45% in size
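p53-null H1299 cells stably carrying temperature-sensitive p53-A138V and a BP100-luciferase reporter were pinned with compounds (4-point, 1:5 series) and held 24 hrs at 37 deg C. Luminescence was read 10 min after detection reagent.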
* marks the source's active call; other numbers are inactive results; [ ] = remark or other dose. Unless noted, calls follow the shape of the dose curve; as a rule, active = well fitted curve in the direction sought with a large enough effect; inconclusive = small, poorly fitted or top-dose-only effect, or another doubt; inactive = no such curve, though single readings can be large; an effect the other way counts as inactive or inconclusive. Potency is read from the fitted curve at half-maximal effect.

Results for Cc1csc(NC(=O)Cc2ccccc2Cl)n1 ?
MBNL1 CUG block: 2%; uPA generation: 3%; Rab9 prom act: 5µM*; ELG1 genotoxic: inconclusive; NPC1 promoter act: inconclusive; Gal4-VP16 FLuc: -5%; RORgamma inh: 9%; CXXC DNA block: 3%; BRCA1 expr up: 10µM*; FLuc modulator: 17µM*; p53 reactivator: 17%

What do the screens show for `CCOC(=O)C(=CNNc1cccc(Cl)c1)C(=O)OCC`?
MBNL1 CUG block: -9%; uPA generation: -4%; Rab9 prom act: 8%; ELG1 genotoxic: 10%; NPC1 promoter act: 7%; Gal4-VP16 FLuc: inconclusive; RORgamma inh: inconclusive; CXXC DNA block: -14%; BRCA1 expr up: -39%; FLuc modulator: -2%; p53 reactivator: 9%

How did COC(=O)c1ccccc1NC(=O)CN1C(=O)CSC1=O do in these assays?
MBNL1 CUG block: -5%; uPA generation: -3%; Rab9 prom act: 16%; ELG1 genotoxic: -3%; NPC1 promoter act: 2%; Gal4-VP16 FLuc: -4%; RORgamma inh: 8%; CXXC DNA block: 4%; BRCA1 expr up: -7%; FLuc modulator: 1%; p53 reactivator: 0%

How did CCOC(=O)CN(C(=O)COc1nc(-c2ccccc2)cc(C)c1C#N)c1ccccc1C do in these assays?
MBNL1 CUG block: -3%; uPA generation: 8%; Rab9 prom act: -9%; ELG1 genotoxic: 0%; NPC1 promoter act: -7%; Gal4-VP16 FLuc: 1%; RORgamma inh: 8%; CXXC DNA block: -3%; BRCA1 expr up: -7%; FLuc modulator: 0%; p53 reactivator: -1%

Results for NC(=O)CC(NC(=O)c1ccc(Br)cc1)c1ccc(N2CCCCCCC2)c([N+](=O)[O-])c1 (configuration not stated) ?
MBNL1 CUG block: 7%; uPA generation: inconclusive; Rab9 prom act: -10%; ELG1 genotoxic: -3%; NPC1 promoter act: -8%; Gal4-VP16 FLuc: inconclusive; RORgamma inh: -21%; CXXC DNA block: 7%; BRCA1 expr up: -65%; FLuc modulator: 2%; p53 reactivator: 0%

What do the screens show for `CC1CCCN(C/C=C/c2ccccc2[N+](=O)[O-])C1` (configuration not stated)?
MBNL1 CUG block: inconclusive; Rab9 prom act: 24%; ELG1 genotoxic: 1%; NPC1 promoter act: 1%; Gal4-VP16 FLuc: 2%; RORgamma inh: -4%; CXXC DNA block: -2%; BRCA1 expr up: 10%; FLuc modulator: 3%; p53 reactivator: -2%

What do the screens show for `Cc1onc(-c2ccccc2)c1C(=O)N(CC(C)C)c1c(N)n(CC(C)C)c(=O)[nH]c1=O`?
uPA generation: 15%; Rab9 prom act: 0%; ELG1 genotoxic: -1%; NPC1 promoter act: 2%; BRCA1 expr up: 11%; FLuc modulator: 8%; p53 reactivator: -5%

How did Cc1cccc(NC(=O)CN2C(=S)NC(C)(C)CC2C)c1 (configuration not stated) do in these assays?
uPA generation: -3%; Rab9 prom act: -2%; ELG1 genotoxic: -3%; NPC1 promoter act: -3%; Gal4-VP16 FLuc: inconclusive; RORgamma inh: inconclusive; CXXC DNA block: 5%; BRCA1 expr up: -34%; FLuc modulator: 1%; p53 reactivator: -6%

Results for O=C(c1cc(Br)ccc1Cl)N1CCCC1 ?
MBNL1 CUG block: -4%; uPA generation: -8%; Rab9 prom act: -3%; ELG1 genotoxic: -1%; NPC1 promoter act: -3%; Gal4-VP16 FLuc: 0%; RORgamma inh: 10%; CXXC DNA block: 10%; BRCA1 expr up: -21%; FLuc modulator: 1%; p53 reactivator: 13%

What do the screens show for `COC(=O)C(O)(CC(=O)Nc1cc(Cl)ccc1Cl)C(F)(F)F` (configuration not stated)?
MBNL1 CUG block: inconclusive; uPA generation: 5%; Rab9 prom act: 0%; ELG1 genotoxic: -1%; NPC1 promoter act: -1%; Gal4-VP16 FLuc: 7%; RORgamma inh: -4%; CXXC DNA block: 19%; BRCA1 expr up: -13%; FLuc modulator: 4%; p53 reactivator: 0%

Results for O=[N+]([O-])c1cccc(Cl)c1CSc1ccccn1 ?
MBNL1 CUG block: 8%; uPA generation: -2%; Rab9 prom act: -2%; ELG1 genotoxic: 2%; NPC1 promoter act: -5%; Gal4-VP16 FLuc: 8%; RORgamma inh: -16%; CXXC DNA block: -2%; BRCA1 expr up: 11%; FLuc modulator: -7%; p53 reactivator: 0%

What do the screens show for `CC(=O)Nc1n[nH]c(-c2ccc(C)cc2)c1C`?
MBNL1 CUG block: -13%; uPA generation: -3%; Rab9 prom act: -7%; ELG1 genotoxic: 7%; NPC1 promoter act: -3%; Gal4-VP16 FLuc: 4%; RORgamma inh: 5%; CXXC DNA block: -2%; BRCA1 expr up: -1%; FLuc modulator: 4%; p53 reactivator: -1%

What do the screens show for `Cc1cc(C)n2c(Br)c(CSc3nc4ccccc4s3)nc2n1`?
uPA generation: -1%; Rab9 prom act: inconclusive; ELG1 genotoxic: inconclusive; NPC1 promoter act: inconclusive; Gal4-VP16 FLuc: 26%; RORgamma inh: 38%; CXXC DNA block: 7%; BRCA1 expr up: inconclusive; FLuc modulator: inconclusive; p53 reactivator: inconclusive

What do the screens show for `COc1ccc2cc(C(N)=O)c(=Nc3ccc(C)cc3)oc2c1`?
MBNL1 CUG block: 0%; Rab9 prom act: inconclusive; ELG1 genotoxic: -2%; NPC1 promoter act: inconclusive; Gal4-VP16 FLuc: -7%; RORgamma inh: inconclusive; CXXC DNA block: -9%; BRCA1 expr up: inconclusive; FLuc modulator: 1%; p53 reactivator: 13%

How did CC(C)(C)c1ccc(Cn2nnc3c(=O)[nH]c(C4CCCN(C(=O)Cc5cccs5)C4)nc32)cc1 (configuration not stated) do in these assays?
MBNL1 CUG block: -5%; uPA generation: inconclusive; Rab9 prom act: -4%; ELG1 genotoxic: -2%; NPC1 promoter act: -3%; Gal4-VP16 FLuc: -24%; RORgamma inh: inconclusive; CXXC DNA block: 2%; BRCA1 expr up: -54%; FLuc modulator: 6%; p53 reactivator: -6%

How did CSCCC(NS(=O)(=O)c1ccccc1F)C(=O)N1CCCCCCC1 (configuration not stated) do in these assays?
MBNL1 CUG block: -4%; uPA generation: -1%; Rab9 prom act: -4%; ELG1 genotoxic: 2%; NPC1 promoter act: 2%; Gal4-VP16 FLuc: -8%; RORgamma inh: -1%; CXXC DNA block: 8%; BRCA1 expr up: -3%; FLuc modulator: 4%; p53 reactivator: 14%

What do the screens show for `Cc1ccc2sc(N(CCCN(C)C)C(=O)c3ccc(S(=O)(=O)N4CCOCC4)cc3)nc2c1C`?
uPA generation: 5%; Rab9 prom act: -4%; ELG1 genotoxic: 12%; NPC1 promoter act: -6%; BRCA1 expr up: -18%; FLuc modulator: -1%; p53 reactivator: -9%

How did Cc1ccc(NC(=O)CN(C)C(=O)CSc2nc(C)cs2)cc1 do in these assays?
MBNL1 CUG block: -11%; uPA generation: -6%; Rab9 prom act: -8%; ELG1 genotoxic: 0%; NPC1 promoter act: -1%; Gal4-VP16 FLuc: 5%; RORgamma inh: 15%; CXXC DNA block: -8%; BRCA1 expr up: 1%; FLuc modulator: -1%; p53 reactivator: -1%

How did COc1ccc(C(=O)/C=C/C(=O)N(CC(=O)NC2CCCCC2)CC2CCCO2)c(O)c1 (configuration not stated) do in these assays?
MBNL1 CUG block: 0%; uPA generation: 2%; Rab9 prom act: -47%[inhibitor]; ELG1 genotoxic: -9%; NPC1 promoter act: -34%[inhibitor]; Gal4-VP16 FLuc: 3.2µM*; RORgamma inh: 6.3µM*; CXXC DNA block: -8%; BRCA1 expr up: -77%; FLuc modulator: inconclusive; p53 reactivator: -11%

What do the screens show for `COc1cccc(OC)c1C(=O)Nc1c(C(=O)N2CCN(c3ccccn3)CC2)oc2ccccc12`?
MBNL1 CUG block: -2%; uPA generation: 18%; Rab9 prom act: -3%; ELG1 genotoxic: -17%; NPC1 promoter act: 2%; Gal4-VP16 FLuc: -3%; RORgamma inh: 26%; CXXC DNA block: 50%[activator]; BRCA1 expr up: -24%; FLuc modulator: -2%; p53 reactivator: -10%

How did COc1ccc(S(=O)(=O)N2CCN(C(=O)CCNC(=O)c3ccccc3Cl)CC2)cc1 do in these assays?
uPA generation: 4%; Rab9 prom act: 7%; ELG1 genotoxic: 3%; NPC1 promoter act: 4%; BRCA1 expr up: -24%; p53 reactivator: -3%

Results for COc1ccc(N2CC(C)Cn3c2nc2c3c(=O)n(Cc3ccccc3)c(=O)n2C)c(OC)c1 (configuration not stated) ?
MBNL1 CUG block: -4%; uPA generation: 5%; Rab9 prom act: -1%; ELG1 genotoxic: -7%; NPC1 promoter act: -10%; Gal4-VP16 FLuc: -11%; RORgamma inh: inconclusive; CXXC DNA block: 1%; BRCA1 expr up: -18%; FLuc modulator: -2%; p53 reactivator: 1%

A portion of the library; the hit share may differ from the screen's.
